Assay outcomes deposited in PubChem by several laboratories.
Dengue-2 NS5 capping: flavivirus cap methylation enzyme inhibition – biochemical, confirmation dose response, primary screen (AID 588689); inhibition, % at 25 µM, or IC50 in µM where a hit was titrated; hit rate 0.3% among 340,000; Dengue-2 NS5 methyltransferase capping enzyme assay, biochemical; higher % means a stronger effect; in the data active = a potency from the dose series; inconclusive = inhibition above about 29% without an active follow-up result
KOR beta-arrestin-1: KOR agonists, beta-arrestin recruitment, primary screen, cell-based, luminescence, uHTS (AID 1777); KOR beta-arrestin recruitment, luminescence; higher % means a stronger effect; activation, % at 10 µM; hits with a dose series show EC50 in µM; hit rate 0.02% among 280,000; in the data active = activation above about 50%, passing the limit was not always enough; note: a part of the inactive calls stands beside numbers as strong as those of hits
KOR beta-arrestin-2: kappa opioid receptor blockers – cell-based, luminescence, uHTS (AID 1778); KOR beta-arrestin recruitment, luminescence, antagonist mode; higher % means a stronger effect; inhibition, % at 10 µM; hits with a dose series show IC50 in µM; hit rate 0.091% among 290,000; in the data active = inhibition above about 50%; note: strong numbers were not always called active
GPR55 activation: selective activators of receptor GPR55 – imaging, U2OS cells, beta-arrestin-GFP redistribution, primary screen (AID 1961); U2OS GPR55 beta-arrestin-GFP redistribution imaging; higher % means a stronger effect; activation, % at 10 µM; hits with a dose series show EC50 in µM; hit rate 0.048% among 290,000;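 active = activation above 40% with more than 50 cells counted in the well; inconclusive = wells holding fewer than 50 cells, flagged as toxic or sparse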;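 note: U2OS osteosarcoma cells stably expressing GPR55 and beta-arrestin-GFP; plate controls were DMSO negative control for no effect and LPI positive control for full effect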
NOD1 inhibition: inhibition of NOD1-driven NF-kB reporter – cell-based, luminescence, uHTS, primary screen (AID 1578) | hit rate 1% among 290,000 | NOD1-driven NF-kB luciferase reporter cells, luminescence; higher % means a stronger effect | one-dose inhibition, % at 4 µM; EC50 in µM for titrated hits; in the data active = inhibition mostly above about 36%, no sharp cut-off; inactive = mostly below about 34%;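 note: HEK-293T reporter cells stimulated with the NOD1 agonist gamma-tri-DAP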
GPR55 LPI antagonism: GPR55 antagonists blocking LPI-driven arrestin recruitment, primary screen, imaging, U2OS, beta-arrestin-GFP, LPI agonist (AID 2013) | U2OS GPR55 beta-arrestin-GFP translocation imaging, LPI antagonism; higher % means a stronger effect | hit rate 0.13% among 290,000 | one-dose inhibition, % at 10 µM; IC50 in µM for titrated hits;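 active = spots per cell inhibited over 60%, with over 100 cells counted and total cytoplasm intensity under 500,000; inconclusive = wells with under 100 cells, flagged as likely toxic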;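 note: U2OS cells stably carrying GPR55 and arrestin-GFP stimulated by 5 µM LPI near EC80; imaged beta-arrestin-GFP aggregate spots per cell after agonist stimulation; plate controls were LPI-stimulated DMSO wells for no effect and DMSO wells without LPI for full effect; some results filed as inactive read as strong as hits; confirmed hits need IC50 under 10 µM and bright autofluorescent wells are also inconclusive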
GPR35 antagonists: inhibition of zaprinast-stimulated GPR35 beta-arrestin translocation – imaging, U2OS, beta-arrestin-GFP, zaprinast agonist, primary screen (AID 2058) | one-dose inhibition, % at 10 µM; IC50 in µM for titrated hits | U2OS GPR35 beta-arrestin-GFP translocation imaging, zaprinast antagonism; higher % means a stronger effect | hit rate 0.052% among 290,000;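 active = inhibition of at least 50% with at least 30 cells and total cytoplasm GFP at most 10,000,000; inconclusive = under 30 cells or total GFP of 10,000,000 plus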
HIV fusion peptide: cell-free HIV fusion peptide-binding blockers – biochemical, uHTS, fluorescence dequenching, primary screen (AID 1986) | cell-free peptide binding, fluorescence dequenching, 30 min; higher % means a stronger effect | inhibition, % at 20 µM; hits with a dose series show IC50 in µM | hit rate 0.3% among 290,000; in the data active = inhibition mostly above about 52%, no sharp cut-off; inactive = mostly below about 76%; note: some results filed as inactive read as strong as hits
West Nile virus CPE: inhibition of WNV-induced cytopathic effect – cell-based, CPE readout (AID 1621); West Nile virus-infected cells, CPE inhibition; higher % means a stronger effect; one-dose CPE inhibition, % at 10 µM; IC50 in µM for titrated hits; hit rate 0.02% among 290,000; in the data active = a potency from the dose series; inconclusive = CPE inhibition mostly from about 3.7% at the one dose, without a potency; inactive = the rest, 99 in 100 with CPE inhibition below about 2.2%; note: strong numbers were not always called active
Dengue-2 NS5 capping pilot replicate: second read-out of Dengue-2 NS5 capping, no call of its own (marks repeat the call); inhibition, %; measured here: pilot screen replicate inhibition
Starred values were filed as active, the others as inactive; ? = inconclusive; . = no result given; & = joins results of further samples; [ ] = dose if it differs, or a comment. The list is partial. The share of hits here may be higher or lower than overall.

Start of the data: the first 6 records as a preview:
SMILES	Dengue-2 NS5 capping	KOR beta-arrestin-1	KOR beta-arrestin-2	GPR55 activation	NOD1 inhibition	GPR55 LPI antagonism	GPR35 antagonists	HIV fusion peptide	West Nile virus CPE	others
CCOP(=O)(OCC)C(O)c1ccc(Br)cc1 (stereo unspecified)	-6%	-4.6%	-10%	0.2%	-24%	7%	-4%	-1.0%	0.3%
O=C(CCl)Nc1cccc(S(=O)(=O)N2CCCCCC2)c1	2%	-3.4%	-40%	-0.2%	10µM*	5%	3%	1.5%	-0.8%
N#CC(c1ccccc1)c1ccc2c(C(F)(F)F)cc(C(F)(F)F)nc2n1 (stereo unspecified)	9%	-3.6%	-15%	-0.1%	4.4µM*	6%	-1%	1.1%	?
CC(C)OCCCNC(=O)c1c(N)n(Cc2cccs2)c2nc3ccccc3nc12	-17%	0.7%	-35%	-0.2%	1%	11%	5%	3.0%	0.4%
O=[N+]([O-])c1ccccc1CNCCc1ccc(F)cc1	-5%	1.5%	-4%	-0.2%	-38%	1%	11%	2.1%	-0.4%
CSc1ccc(C(c2c(O)c3ccccc3oc2=O)c2c(C)n(C)n(-c3ccccc3)c2=O)cc1 (stereo unspecified)	-1%	6.2%	-7%	0.2%	-13%	-2%	-11%	1.2%	-0.2%

This part in full, from the first entry:
SMILES	Dengue-2 NS5 capping	KOR beta-arrestin-1	KOR beta-arrestin-2	GPR55 activation	NOD1 inhibition	GPR55 LPI antagonism	GPR35 antagonists	HIV fusion peptide	West Nile virus CPE	others
CCOP(=O)(OCC)C(O)c1ccc(Br)cc1 (stereo unspecified)	-6%	-4.6%	-10%	0.2%	-24%	7%	-4%	-1.0%	0.3%
O=C(CCl)Nc1cccc(S(=O)(=O)N2CCCCCC2)c1	2%	-3.4%	-40%	-0.2%	10µM*	5%	3%	1.5%	-0.8%
N#CC(c1ccccc1)c1ccc2c(C(F)(F)F)cc(C(F)(F)F)nc2n1 (stereo unspecified)	9%	-3.6%	-15%	-0.1%	4.4µM*	6%	-1%	1.1%	?
CC(C)OCCCNC(=O)c1c(N)n(Cc2cccs2)c2nc3ccccc3nc12	-17%	0.7%	-35%	-0.2%	1%	11%	5%	3.0%	0.4%
O=[N+]([O-])c1ccccc1CNCCc1ccc(F)cc1	-5%	1.5%	-4%	-0.2%	-38%	1%	11%	2.1%	-0.4%
CSc1ccc(C(c2c(O)c3ccccc3oc2=O)c2c(C)n(C)n(-c3ccccc3)c2=O)cc1 (stereo unspecified)	-1%	6.2%	-7%	0.2%	-13%	-2%	-11%	1.2%	-0.2%
CC1CCC[C@H](O)CCCCCc2cc(O)cc(O)c2C(=O)O1 (stereo partly specified)	7%	0.1%&-0.1%	-1%&5%	-0.5%&-0.1%	1%&-20%	1%&-3%	-11%&-7%	-0.8%&2.1%	1.2%
O=C(CN1CCCCC1)Nc1ccc(Br)cc1C(=O)c1ccccc1Cl	1%	0.8%	-8%	0.0%	11%	.	-8%	-0.1%	.
Cc1ccc(-n2c(O)c(C=NC3CCCCC3N)c(=O)[nH]c2=O)cc1C (stereo unspecified)	7%	-13%	19%	-0.3%	-11%	0%	9%	-0.2%	0.6%
Cc1ccc(NP(=O)(c2ccccc2)c2nc3ccccc3s2)cc1 (stereo unspecified)	0%	-3.2%	15%	0.6%	-9%	7%	-2%	0.4%	-0.9%
O=c1[nH]c(O)c(N=Nc2cc([N+](=O)[O-])ccc2O)c(=O)[nH]1	12%	4.7%	29%[20 µM]	0.2%	1%	9%	4%	6.6%	-0.9%
CC(C)N1CCN(Cc2cccc([N+](=O)[O-])c2)CC1	3%	-7.0%	10%	-0.3%	-14%	22%	11%	0.6%	2.2%
COc1ccc(CCNC2CCCCC2)cc1OC	0%	-2.8%	-23%[20 µM]	0.2%	-19%	9%	11%	-1.3%	0.0%
CCSc1nnc([C@@H](N)Cc2c[nH]c3ccccc23)o1	-4%	-4.2%	4%	-0.3%	.	5%	15%	5.2%	-0.2%
COC(=O)CC1(CC(=O)OC)C(=O)NC(=O)NC1=O	4%	-3.0%	5%	0.7%	-7%	1%	-3%	2.6%	0.0%
CC(=NCCc1ccccc1)c1c(O)n(C)c(=O)n(C)c1=O	5%	5.3%	-20%	0.3%	-8%	-1%	2%	0.6%	-0.9%
CCOc1cc(C=C2C(=O)NC(=O)NC2=O)ccc1OS(=O)(=O)c1ccccc1	?	-4.1%	-15%	0.2%	-22%	6%	-9%	3.4%	0.1%
O=C(O)c1ccccc1N=Nc1c(O)[nH]c(=O)[nH]c1=O	3%	3.9%	10%	-0.2%	-6%	-14%	-3%	2.7%	0.1%
O=c1[nH]c(=S)n(Cc2ccc(F)cc2)c(O)c1C=NCC1CCCO1 (stereo unspecified)	-6%	-0.9%	4%	-0.1%	7%	17%	10%	0.3%	-0.1%
CCc1ccc(NC2=NCCCS2)cc1	2%	-4.3%	-19%	0.1%	-4%	3%	-7%	2.5%	-0.5%
CC(C)c1ccc(-n2c(O)c(C=NC(CCS(C)=O)C(=O)O)c(=O)[nH]c2=S)cc1 (stereo unspecified)	-2%	1.2%	1%	-0.3%	10%	-9%	2%	2.3%	0.3%
CCCC[N+]1(C)[C@@H]2CC(OC(=O)[C@H](CO)c3ccccc3)C[C@H]1[C@@H]1O[C@@H]12 (stereo partly specified)	-5%	0.0%	-7%	-0.5%	-4%	0%	1%	-0.4%	-0.5%
Cn1c(O)c(C=NC2CCN(Cc3ccccc3)CC2)c(=O)[nH]c1=O	-1%	1.6%	5%	-0.1%	-5%	-2%	6%	-0.5%	0.0%
O=C1NC(=O)C(=Cc2cc(Cl)ccc2OCc2ccc(C(=O)O)cc2)C(=O)N1	21µM*	0.7%	-43%	1.1%	-29%	14%	-15%	15%	0.6%
CCCC/C(=N/O)c1c(C)[nH]c2ccccc12	-1%	-5.8%	27%[20 µM]	-0.1%	-28%	1%	20%	0.1%	-0.5%
SMILES	Dengue-2 NS5 capping	KOR beta-arrestin-1	KOR beta-arrestin-2	GPR55 activation	NOD1 inhibition	GPR55 LPI antagonism	GPR35 antagonists	HIV fusion peptide	West Nile virus CPE	others
COc1ccc(C=C2C(=O)N(C)C(=O)N(C)C2=O)cc1COc1ccc(NC(C)=O)cc1	-11%	-2.6%	-24%	-0.1%	1%	-5%	2%	5.1%	0.1%
COc1ccccc1NC(=O)c1cn(CCC#N)nc1-c1cccc(Cl)c1	-6%	3.9%	-30%[20 µM]	0.7%	1%	10%	0%	1.3%	-1.2%
CN1CCCC(C(=O)c2ccc(Cl)cc2)C1 (stereo unspecified)	-7%	.	-7%[20 µM]	-0.1%	-28%	5%	15%	0.5%	-0.2%
COc1cccc(C(=O)C2CCCN(Cc3cccc(C)n3)C2)c1 (stereo unspecified)	4%	.	-11%[20 µM]	-0.1%	4%	-2%	11%	-1.1%	-0.3%
c1ccc(CCN2CCC(N3CCN(c4ccccc4)CC3)CC2)cc1	-11%	4.4%	12%	0.2%	8%	5%	8%	1.1%	-0.5%
CCCCC(=O)C1C(=O)NC(=O)NC1=O	-8%	-3.0%	20%	-0.2%	15%	14%	0%	-1.6%	0.0%
O=c1[nH]c(=O)n(-c2cccc3ccccc23)c(O)c1C=NCc1ccc2c(c1)OCO2	-11%	-0.7%	-18%	-0.1%	-8%	6%	-1%	-0.1%	-0.1%
COc1ccc(C(C)=O)cc1Cc1c(O)[nH]c(=S)[nH]c1=O	-14%	-5.9%	24%	-0.1%	-2%	11%	7%	2.7%	-0.1%
O=C(CCl)Nc1c2c(nn1-c1ccccc1)CSC2	-1%	-1.0%	-10%	-0.1%	3.1µM*	11%	12%	-0.4%	-1.7%
Cc1ccc(NC(=O)C2CCN(S(=O)(=O)c3ccc4c(c3)NC(=O)C(C)S4)CC2)cc1Cl (stereo unspecified)	-16%	1.0%	-12%	-0.2%	5.3µM*	5%	4%	14%	2.5%
CCOC(=O)C(NC(C)=O)C(OC(C)=O)c1cccc(N(CCCl)CCCl)c1 (stereo unspecified)	13%	-0.4%	14%	0.5%	-26%	-12%	-12%	3.0%	-0.1%
CC12CC[C@H]3[C@@H](CCC4(O)C[C@H](O)CCC34/C=N/NC(=O)c3ccccc3[N+](=O)[O-])C1(O)CCC2C1=CC(=O)OC1 (stereo partly specified)	2%	-0.7%	-26%	0.0%	-1%	8%	2%	2.7%	16%
C=CCn1c(O)c(C(C)=NCCN2CCOCC2)c(=O)[nH]c1=O	5%	3.0%	-29%	-0.1%	-24%	3%	9%	1.8%	0.4%	Dengue-2 NS5 capping pilot replicate=1.4
Cc1[nH]c2ccccc2c1CCNCc1cccnc1	4%	-5.8%	-13%	-0.1%	-8%	-6%	-5%	0.0%	0.1%
CN1C(=O)C(Cc2ccc3c(c2)OCO3)C(=O)N(C)C1=O	.	-1.0%	-114%	0.0%	11%	-1%	11%	-1.6%	0.1%
Cc1cc(NC(=O)COC(=O)c2c(C)nn(Cc3ccccc3)c2Cl)no1	-4%	-0.4%	37%	0.2%	-15%	-2%	12%	1.7%	-0.8%
CCOC(=O)c1ccc(N=Cc2c(O)n(-c3ccccc3F)c(=S)[nH]c2=O)cc1	26%	0.8%	-8%	-0.1%	-47%	3%	-11%	9.2%	-0.1%
O=C(NC(Cc1cnc[nH]1)C(=O)O)c1ccccc1 (stereo unspecified)	-9%	-0.9%	-9%	-0.1%	-21%	6%	27%	-0.8%	0.5%
O=C1S/C(=C\c2ccc(O)c([N+](=O)[O-])c2)C(=O)N1Cc1cccc([N+](=O)[O-])c1	.	-5.2%	-35%[20 µM]	-0.1%	4.3µM*	6%	-3%	77%	-2.0%
Cc1cc(NC(=O)CCC(=O)N2CCC3(CC2)OCCO3)no1	-7%	5.5%	-43%	0.3%	2%	1%	-9%	1.3%	-0.3%
CN1CCN(c2nc(N)cc(=O)[nH]2)CC1	-5%	3.2%	19%	0.5%	-4%	2%	8%	-0.2%	0.9%
CC1(C)CC(n2[nH]c(=O)c3c2NC(=O)CSC3c2ccc(F)cc2)CCO1 (stereo unspecified)	5%	-5.2%	2%	-0.2%	-8%	10%	-6%	5.4%	0.4%
CCCCCn1c(=O)c(C(=O)Nc2cccc(C)c2)c(O)c2ccccc21	-2%	0.0%	-15%[20 µM]	-0.1%	-15%	3%	-11%	0.7%	-1.8%
O=S(=O)(c1ccc(F)cc1)N1CCCCC1c1cccnc1 (stereo unspecified)	-6%	-2.1%	4%	0.0%	-3%	18%	-8%	-0.9%	-0.2%
